PfHsp40 rescue – rescue of PfHsp40-mediated yeast toxicity | S. cerevisiae expressing PfHsp40, growth rescue, ATP luminescence | growth rescue, % at 12.5 µM | hit rate 0.68% among 340,000; in the data active = growth rescue above about 28%, passing the limit was not always enough; inconclusive = no clear call, values can overlap the other calls;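 also: yeast W303a lacking pdr1 and pdr3 grown in galactose medium; growth measured after three days at 30 °C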
TcdB inh – TcdB glycohydrolase inhibition | P18177 | inhibition, % at 9.99 µM | TcdB glycohydrolase enzymatic assay, plate reader | hit rate 0.24% among 350,000 | AID 652162; in the data active = inhibition above about 10%
Target sequence (P18177 whole entry, looked up): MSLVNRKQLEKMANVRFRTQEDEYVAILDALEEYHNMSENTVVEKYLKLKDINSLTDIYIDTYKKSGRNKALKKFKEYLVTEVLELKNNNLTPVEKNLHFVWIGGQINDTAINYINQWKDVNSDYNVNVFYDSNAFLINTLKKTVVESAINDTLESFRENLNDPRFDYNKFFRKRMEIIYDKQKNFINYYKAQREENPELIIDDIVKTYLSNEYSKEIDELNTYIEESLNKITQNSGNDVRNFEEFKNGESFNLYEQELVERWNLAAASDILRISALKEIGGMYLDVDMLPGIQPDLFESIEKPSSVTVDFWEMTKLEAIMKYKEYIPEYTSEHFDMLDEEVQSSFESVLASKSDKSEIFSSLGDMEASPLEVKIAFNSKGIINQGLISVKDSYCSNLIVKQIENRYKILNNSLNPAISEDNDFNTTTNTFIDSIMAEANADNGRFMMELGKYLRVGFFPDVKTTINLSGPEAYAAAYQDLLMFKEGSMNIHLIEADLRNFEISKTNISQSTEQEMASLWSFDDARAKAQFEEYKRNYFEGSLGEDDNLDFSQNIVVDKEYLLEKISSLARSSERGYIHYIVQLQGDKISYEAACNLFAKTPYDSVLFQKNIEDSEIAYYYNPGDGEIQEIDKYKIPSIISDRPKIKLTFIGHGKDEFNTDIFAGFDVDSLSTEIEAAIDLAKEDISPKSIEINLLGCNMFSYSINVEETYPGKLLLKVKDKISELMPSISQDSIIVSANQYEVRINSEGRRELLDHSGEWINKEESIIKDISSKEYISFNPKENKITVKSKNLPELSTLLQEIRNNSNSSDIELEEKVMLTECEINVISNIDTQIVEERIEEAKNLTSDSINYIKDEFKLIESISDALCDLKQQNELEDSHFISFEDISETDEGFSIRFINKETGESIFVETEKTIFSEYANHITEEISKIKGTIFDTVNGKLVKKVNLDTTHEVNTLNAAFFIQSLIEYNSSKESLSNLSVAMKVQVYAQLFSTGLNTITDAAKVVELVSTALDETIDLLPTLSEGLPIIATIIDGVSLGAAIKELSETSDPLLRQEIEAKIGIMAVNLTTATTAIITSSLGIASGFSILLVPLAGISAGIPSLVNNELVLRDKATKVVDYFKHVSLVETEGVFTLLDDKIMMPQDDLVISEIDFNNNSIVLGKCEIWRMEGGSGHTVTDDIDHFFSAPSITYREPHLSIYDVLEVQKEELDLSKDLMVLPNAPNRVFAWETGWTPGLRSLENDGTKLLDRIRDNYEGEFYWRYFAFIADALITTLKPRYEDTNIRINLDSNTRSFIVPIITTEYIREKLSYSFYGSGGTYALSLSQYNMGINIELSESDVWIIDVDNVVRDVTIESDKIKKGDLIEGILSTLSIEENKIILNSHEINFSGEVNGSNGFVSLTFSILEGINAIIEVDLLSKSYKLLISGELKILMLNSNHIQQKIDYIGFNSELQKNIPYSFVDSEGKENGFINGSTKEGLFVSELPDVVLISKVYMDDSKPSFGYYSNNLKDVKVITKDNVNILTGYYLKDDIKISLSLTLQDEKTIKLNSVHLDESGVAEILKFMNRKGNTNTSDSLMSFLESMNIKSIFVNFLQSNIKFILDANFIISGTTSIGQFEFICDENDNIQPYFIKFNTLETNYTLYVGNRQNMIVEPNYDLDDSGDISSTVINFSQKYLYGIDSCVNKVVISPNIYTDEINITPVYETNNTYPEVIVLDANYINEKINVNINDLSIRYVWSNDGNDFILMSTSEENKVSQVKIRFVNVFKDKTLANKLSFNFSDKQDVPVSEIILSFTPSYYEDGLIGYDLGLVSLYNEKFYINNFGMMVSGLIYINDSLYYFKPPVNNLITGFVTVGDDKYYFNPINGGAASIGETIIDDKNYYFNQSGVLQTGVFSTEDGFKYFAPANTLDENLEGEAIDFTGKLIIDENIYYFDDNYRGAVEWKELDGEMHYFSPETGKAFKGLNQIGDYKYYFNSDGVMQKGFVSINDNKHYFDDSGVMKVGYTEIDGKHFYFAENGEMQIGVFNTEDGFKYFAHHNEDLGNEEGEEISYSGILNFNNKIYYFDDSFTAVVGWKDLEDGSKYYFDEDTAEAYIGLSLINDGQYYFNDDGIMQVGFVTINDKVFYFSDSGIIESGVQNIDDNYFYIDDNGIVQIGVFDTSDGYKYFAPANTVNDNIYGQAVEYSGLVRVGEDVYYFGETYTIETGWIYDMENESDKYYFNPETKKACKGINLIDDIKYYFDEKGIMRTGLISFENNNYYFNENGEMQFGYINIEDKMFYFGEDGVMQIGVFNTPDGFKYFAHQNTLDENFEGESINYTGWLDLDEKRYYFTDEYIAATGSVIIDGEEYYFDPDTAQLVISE
Y pestis TopoI – inhibitors of Yersinia pestis topoisomerase I; Y. pestis Topo-I cleavage product accumulation, plate reader; activity, % at 10 µM; hit rate 0.064% among 360,000; in the data active = activity above about 50%, passing the limit was not always enough; inconclusive = no clear call, values can overlap the other calls; also: inactives centre near 2
SSB-PriA inh – inhibitors of Klebsiella pneumoniae PriA binding to SSB C-terminal tail. hit rate 0.6% among 430,000. inhibition, % at 33 µM. AlphaScreen SSBct-PriA binding, biotinylated peptide. AID 1272365; in the data active = inhibition mostly above about 37%, no sharp cut-off; inactive = mostly below about 20%;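 also: plate controls were negative control peptide for no effect and reference peptide for full effect; strong numbers were not always called active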
BoNT A protease – inhibitors of Botulinum neurotoxin A light chain protease; multiplex microsphere protease substrate cleavage, flow cytometry; inhibition, % at 10 µM; hit rate 0.17% among 360,000; AID 588499; also: plate controls were buffer without enzyme for full effect and enzyme alone for no effect
CCHF vOTU inh – CCHFV vOTU protease inhibition | Pep-AMC fluorescence | inhibition, % at 11.5 µM | hit rate 0.55% among 370,000 | AID 651958; in the data active = inhibition above about 30%; also: 0% = vehicle wells with enzyme and 100% = no enzyme wells
Vc quorum ag – induces V. cholerae light production without autoinducers | hit rate 0.16% among 350,000 | V. cholerae BH1578 lux reporter, luminescence, 6 h | activation, % at 18.7 µM; in the data active = activation mostly above about 9.7%, no sharp cut-off; inconclusive = no clear call, values can overlap the other calls; inactive = mostly below about 3.7%; also: not every result past the cut was called active; inactives centre near 0; reference of the scale not given here
SARS 3CLpro inh – SARS-CoV 3CLpro protease inhibition | recombinant SARS-CoV 3CLpro, quenched FRET peptide cleavage | inhibition, % at 6 µM | hit rate 0.14% among 290,000 | AID 1706; in the data active = inhibition above about 12%
Anthrax LF prot – inhibitors of Bacillus anthracis lethal factor protease | P15917 | multiplex microsphere protease cleavage assay, LF | inhibition, % at 10 µM | hit rate 0.12% among 360,000 | AID 588501; also: plate controls were buffer without enzyme for full effect and enzyme alone for no effect
VHR inh abs – inhibitors of human VHR1 phosphatase (DUSP3) | P51452 | AID 1654 | hit rate 0.52% among 290,000 | inhibition, % at 13.3 µM | recombinant VHR phosphatase, pNPP absorbance; in the data active = inhibition above about 50%; also: some compounds called inactive have numbers as strong as hits
Active calls of the source: *; i = inactive; ? = inconclusive; . = no result given; & = joins results of further samples. Rule as the data show it, unless noted: active = inhibition above about 30%; inconclusive = no clear call, values can overlap the other calls; inactive = below that.

SMILES	PfHsp40 rescue	TcdB inh	Y pestis TopoI	SSB-PriA inh	BoNT A protease	CCHF vOTU inh	Vc quorum ag	SARS 3CLpro inh	Anthrax LF prot	VHR inh abs
CCn1c(=O)cc(SCC(=O)N2CCCCC2)c2ccccc21	0.9	.	2	-9	2.7	2	i	5	-4	36
CCOC(=O)C1(CCOc2ccccc2)CCN(Cc2ccc(F)c(OC)c2)CC1	-2.6	2.1	26	3	0.3	-2	i	-6	-18	-4
O=C(/C=C/c1ccc2c(c1)OCO2)NCCCN1CCOCC1	-1.6	.	-3	-3	-0.5	-4	i	-1	-2	-8
COc1ccc(OC)c(Cc2nnc(CCC(=O)NCc3ccc(C)s3)o2)c1	-0.4	1.9	5	-4	-0.1	-10	i	5	-3	-18
O=Cc1cn(CCC(=O)O)nc1-c1cc2ccccc2o1	-0.5	2.1	5	1&-19	-0.1	-5	-3.1	6	-2	4
COc1ccccc1NS(=O)(=O)c1cc(C(=O)N2CC(C)CC(C)C2)ccc1C (stereo not drawn)	-0.7	.	-5	4	?	5	i	0	0	48
C[C@H]1CCCC(=O)CCCCCc2cc(O)cc(O)c2C(=O)O1	0.4	1.6	5	-17	0.7	2	6.2	-4	2	20
CC1=C(C)CC(C(=O)NC(C)CCc2ccccc2)C(C(=O)O)C1 (stereo not drawn)	0.5	0.2	6	-3	-0.9	-5	-0.3	1	-1	-3
Cc1cc(C(=O)COC(=O)C2CCN(C(=O)c3ccc(Cl)cc3)CC2)c(C)n1CC1CCCO1 (stereo not drawn)	-0.4	0.4	22	9	-0.6	7	i	1	-5	22
Cc1ccc(C(=O)CCC(=O)NCc2ccc(Cl)cc2)cc1	0.4	-0.5	10	-5	-0.5	-13	-1.3	.	-6	.
CCCCOc1ccc(C(=O)OCC(=O)c2c(N)n(C)c(=O)n(C)c2=O)cc1	0.5	2.1	11	-13	.	3	i	.	.	.
O=C(N/N=C/c1ccccc1OC(F)F)c1cc(-c2ccncc2)nc2ccccc12	0.5	-4.5	4	.	-0.8	-4	-3.1	3	-2	-19
O=C(NCc1ccccc1)C(C(=O)c1ccc(F)cc1)n1ccccc1=O (stereo not drawn)	-0.2	.	3	-9	-0.9	-7	-4.3	-4	-1	2
COc1ccc(C(=O)Cc2cc(OC)c(OC)cc2[N+](=O)[O-])cc1	2.3	.	0	-10	-0.7	-5	-0.3	2	-2	20
Cc1ccc(NC(=S)NCc2ccc(S(N)(=O)=O)cc2)cc1Cl	1.8	0.4	-6	-7	0.0	-8	-0.3	5	-1	10
COCCn1c(SCC(=O)c2c(N)n(C3CC3)c(=O)[nH]c2=O)nnc1-c1ccc(Cl)cc1	-1.5	0.4	1	-10	2.6	20	i	.	-1	.
COc1ccccc1NC(=O)C12CC3CC(C1)CC(c1ccc(C)cc1)(C3)C2	0.5	.	15	-21	3.1	-7	i	-3	-10	14
CC(C)N1CCN(CCCc2ccccc2)CC1CCO (stereo not drawn)	-1.5	0.3	1	2	1.7	-1	-0.6	0	0	1
CC(C)C1C(=O)N(Cc2cn(CCC3OCCO3)nn2)CCS(=O)(=O)N1Cc1ccc(-c2cccc(CO)c2)cc1 (stereo not drawn)	.	0.2	14	.	0.1	-4	i	.	-1	.
CN(C1CCCCC1)S(=O)(=O)c1cn(C)c(=O)n(C)c1=O	-1.3	0.6	-4	-20	0.0	5	0.4	.	-11	.
O=C(NCc1ccc(F)cc1)c1ccc2c(=O)n3c(nc2c1)CCCCC3	1.5	-1.0	1	-8	-0.2	10	i	-4	-7	29
O=C1CSC(=S)N1c1ccc(Cl)c(Cl)c1	0.7	0.2	-4	-5	-0.9	-2	i	2	-2	-29
Cc1nc2c(=O)n(C)c(=O)nc-2n(C)n1	-0.8	.	-4	0	0.6	102*	0.2	6	-2	-3
CC12CCC(C(=O)NC(c3ccccc3)c3ccccc3)(OC1=O)C2(C)C (stereo not drawn)	0.4	.	-1	-6	4.2	22	i	-3	0	14
COc1ccc(C(=O)NCc2ccc(C)cc2)cc1S(=O)(=O)N1CCCc2ccccc21	1.7	.	-7	-4	-1.4	9	i	5	1	8

Structures above with four or more nitrogen atoms (four):
SMILES	PfHsp40 rescue	TcdB inh	Y pestis TopoI	SSB-PriA inh	BoNT A protease	CCHF vOTU inh	Vc quorum ag	SARS 3CLpro inh	Anthrax LF prot	VHR inh abs
O=C(N/N=C/c1ccccc1OC(F)F)c1cc(-c2ccncc2)nc2ccccc12	0.5	-4.5	4	.	-0.8	-4	-3.1	3	-2	-19
COCCn1c(SCC(=O)c2c(N)n(C3CC3)c(=O)[nH]c2=O)nnc1-c1ccc(Cl)cc1	-1.5	0.4	1	-10	2.6	20	i	.	-1	.
CC(C)C1C(=O)N(Cc2cn(CCC3OCCO3)nn2)CCS(=O)(=O)N1Cc1ccc(-c2cccc(CO)c2)cc1 (stereo not drawn)	.	0.2	14	.	0.1	-4	i	.	-1	.
Cc1nc2c(=O)n(C)c(=O)nc-2n(C)n1	-0.8	.	-4	0	0.6	102*	0.2	6	-2	-3

Additional results follow.
SMILES	PfHsp40 rescue	TcdB inh	Y pestis TopoI	SSB-PriA inh	BoNT A protease	CCHF vOTU inh	Vc quorum ag	SARS 3CLpro inh	Anthrax LF prot	VHR inh abs
CCOc1ccccc1CNc1nc2nc3c(c(=O)n2[nH]1)CCC3	1.2	.	-4	-17	-0.2	3	i	-8	3	11
COC(=O)C1=C(c2cc3ccccc3o2)C[C@@H]2CC[C@H]1N2C	-0.5	0.7	-12	-5	-0.3	-3	-2.9	.	-9	.
CC(Oc1ccccc1)C(=O)Nc1nnc(S(=O)(=O)N2CCCCCC2)s1 (stereo not drawn)	0.1	0.2	9	-7	0.2	15	-0.1	3	-6	13
NC(=O)c1ccsc1NC(=O)COC(=O)c1ccc(Cl)nc1	0.1	5.1	0	-2	-0.9	-1	-1.2	.	-19	.
O=C(c1ccc(C(=O)N2CCOCC2)s1)N1CCOCC1	0.5	.	5	-19	-3.4	-5	-0.4	1	1	35
CC(C)CCN1CCN(Cc2ccc(Oc3ncccn3)cc2)CC1CCO (stereo not drawn)	0.4	0.1	-1	-3	-1.4	-5	-3.3	2	-1	15
Cc1ccccc1Cn1nnc2c1C(=O)c1ccccc1C2=O	0.3	.	5	-8	0.5	17	-0.1	-3	1	.
O=C(O)/C(=C\c1ccccc1OC(F)F)c1ccc(-c2ccccc2)cc1	1.4	1.0	12	-4	-2.1	14	-0.4	4	2	-4
OCC1(CCOc2ccccc2)CCN(Cc2cn[nH]c2-c2ccccc2)CC1	0.5	-1.0	-8	1	-0.2	-13	.	2	2	25
O=C(c1ccc(COCC(F)(F)F)cc1)N1CCN(c2ccccn2)CC1	0.1	4.2	0	-10	-0.8	-4	1.1	0	-1	22
Nc1c(NCc2ccccc2F)c(=O)[nH]c(=O)n1Cc1ccccc1	1.4	.	-4	-10	-0.5	-3	i	0	0	14
CC(C)(C)c1[nH]nc2c1C(c1ccncc1)C(C#N)=C(N)O2 (stereo not drawn)	0.6	.	-3	-6	-0.7	1	i	0	1	-8
O=C1CC(c2ccc(S(=O)(=O)NCCOc3ccccc3)cc2)CN1 (stereo not drawn)	0.9	.	-8	-8	3.1	-10	-0.2	-5	-2	13
Cc1ccc(-c2csc(N=C(N)N)n2)cc1	-1.2	1.5	-4	20	2.3	-4	-1.3	-3	19	29
Cn1c(SCC(=O)Nc2cccc3ccccc23)nc(O)cc1=O	4.6	.	-2	5	-0.2	1	-0.2	-1	-2	-1
N#Cc1c(N)n(-c2ccc(C(=O)O)cc2)c2nc3ccccc3nc12	-1.3	-0.6	-5	2	0.0	-382	-0.2	-3	-2	-11
CC(C)CC(C(=O)NC(C)(C)C)N(Cc1ccccc1Cl)C(=O)c1snc(C(N)=O)c1N (stereo not drawn)	1.5	1.5	36	0	-2.7	10	i	4	1	13
CCOC(=O)C1CCCN(C(=O)c2cn(-c3ccccc3)nc2-c2cccnc2)C1 (stereo not drawn)	-0.5	0.6	-1	3	-3.4	-9	i	.	-1	.
O=C(CSc1nnc(SCc2ccccc2)s1)N/N=C/c1c(Cl)cccc1Cl	-0.3	.	45	.	0.2	-4	i	0	1	4
CC1CCN(c2nc3c(c(=O)[nH]c(=O)n3C)n2CCSc2ncccn2)CC1	0.5	2.5	7	-15	-1.5	12	-0.3	.	-11	.
Cn1c(O)c(C=NCCN2CCOCC2)c(=O)n(C)c1=S	0.2	0.2	1	-3	0.0	0	i	1	-6	9
Cc1nn(-c2ccccc2)c(Cl)c1C(=O)NCC(=O)O	0.2	.	0	-25	0.6	5	i	0	-11	-4
Cc1cc(C)cc(Cn2cc(CN3CC(N(C)C)CS3(=O)=O)nn2)c1 (stereo not drawn)	.	0.6	.	.	-0.9	-4	.	.	-8	.
Cc1ccc(NC(=O)CC2S/C(=N/N=C/C=C/c3ccccc3)NC2=O)cc1Cl (stereo not drawn)	-0.3	0.6	-1	.	1.1	5	-0.3	0	2	-4
CC(C)c1cccc(-c2csc(C(C)(O)c3ccc(F)c(F)c3)n2)c1 (stereo not drawn)	.	0.3	-9	.	-0.6	20	0.5	.	-14	.
(continued)
SMILES	PfHsp40 rescue	TcdB inh	Y pestis TopoI	SSB-PriA inh	BoNT A protease	CCHF vOTU inh	Vc quorum ag	SARS 3CLpro inh	Anthrax LF prot	VHR inh abs
CCOC(=O)Cn1c(=O)sc2ccccc21	-0.1	.	-8	-11	1.1	-4	-0.4	-5	0	18
Cn1c(/N=C/c2c(O)ccc3ccccc23)nc2ccccc21	1.3	.	-7	.	8.8	22	i	2	3	-5
Cc1ccc(NC(=O)C2CCC2)cc1S(=O)(=O)N1CCCCCC1	-0.5	1.2	1	-8	0.1	7	i	.	1	.
N#Cc1ccc(OCC(=O)NC(=O)NC2CCS(=O)(=O)C2)cc1 (stereo not drawn)	-0.4	-2.4	11	2	.	5	i	.	.	.
CC(=O)N(Cc1ccccc1)C(CC(=O)NCc1ccccc1)C(=O)O (stereo not drawn)	-1.5	1.7	-4	0	-0.3	7	2.7	.	3	.
CC(C)(CNC(=O)c1cccc(S(=O)(=O)N2CCCCC2)c1)N1CCOCC1	.	1.2	-2	.	0.1	5	-3.0	.	-6	.
COc1ccc(C2C(C#N)=C(N)Nc3nc4ccccc4n32)cc1 (stereo not drawn)	-0.2	.	-5	-7	-0.6	4	-0.2	1	0	0
COc1ccc(NC(=O)CN(c2ccc(Cl)cc2)S(C)(=O)=O)cc1OC	0.1	0.3	1	-4	0.7	-11	i	-3	9	7
CC(=O)N/C(=C\c1ccccc1)C(=O)OCC(=O)c1ccccc1	-0.4	-0.6	5	-9	0.5	-5	0.8	.	4	.
O=C(COC(=O)c1c(F)cccc1F)Nc1ccc2[nH]c(=O)[nH]c2c1	1.3	0.1	-3	-9	-0.8	-4	-0.1	2	-3	-3
Cc1cccc(OCC(=O)NC2CC(C)(C)NC(C)(C)C2)c1	1.7	-0.4	2	-16	-0.6	5	-0.2	-3	-2	12
Cc1ccc(N2C(=O)C3N=NN(CC(=O)N4N=C(c5cccc6ccccc56)CC4c4ccccc4)C3C2=O)cc1 (stereo not drawn)	-1.1	.	2	3	0.3	-4	-0.3	0	-1	20
CCN1C(=O)/C(=C/N(C)C)c2ccccc21	0.4	.	10	-10	-0.2	-15	i	-1	2	15
O=C(Cc1ccccc1)N1CCN(Cc2ccccc2Cl)CC1	0.4	-0.5	13	-5	-0.7	-5	i	-3	0	14
O=C(CNC(=O)C1CCCCC1)Nc1ccccc1	0.0	.	3	-14	0.3	-6	-0.2	0	-2	-3
Cc1ccc(S(=O)(=O)N2[C@H](c3cccc(Cl)c3)CC(=O)[C@@H]3CN(S(=O)(=O)c4ccccc4C)[C@H](c4ccc(Cl)cc4)C[C@@H]32)cc1	.	1.8	4	.	-0.2	0	i	.	-4	.
COC(=O)Cn1cnc2c(nnn2-c2cccc(OC)c2)c1=O	2.1	0.5	2	5	-3.2	-7	i	1	3	44
O=C(CCNC(=O)c1ccco1)NC(Cc1c[nH]c2ccccc12)C(=O)O (stereo not drawn)	-0.8	1.1	-2	4	-1.0	-15	i	.	-3	.

Screening results as filed in PubChem BioAssay.

Not all compounds are listed (hit frequency here may not be typical).
